Source: PubChem
Pol kappa inh: blocks human DNA polymerase kappa activity; purified Pol kappa, fluorescent DNA synthesis assay, 10 min; actives 0.53% (n = 400,000); Q9UBT6; Potency, µM (series often up to 107 µM), for inactives: at the top dose activity, negative = inhibition, actives largely listed as inhibitors; further: on the % scale 0 is the no-effect control and ±100 the full control effect
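10 nM Pol kappa was preincubated with compounds for 15 min at room temperature. Reaction started with 50 nM (final) substrate. Fluorescence read kinetically at 0 and 10 min.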
Pol eta inh: blocks human DNA polymerase eta activity | Q9Y253 | recombinant Pol eta, fluorescent DNA replication assay | Potency, µM (titrated, usually from 114 µM), for inactives: at the highest dose activity change, negative = inhibition, actives largely listed as inhibitors | actives 1.2% (n = 390,000); further: on the % scale 0 is the no-effect control and ±100 the full control effect
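Fluorescent replication assay: 50 nM final substrate added after a 15 min room-temperature compound preincubation with 10 nM enzyme. Signal taken at 0 min and again at 10 min.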
POLI inh: DNA polymerase iota (human) inhibition; Q9UNA4; Pol iota fluorescent replication assay, 10 min; Potency, µM (titrated, usually from 115 µM), for inactives: at the highest dose activity, negative = inhibition, actives largely listed as inhibitors; actives 1% (n = 390,000); AID 588590
Target sequence (Q9UNA4 whole entry, looked up): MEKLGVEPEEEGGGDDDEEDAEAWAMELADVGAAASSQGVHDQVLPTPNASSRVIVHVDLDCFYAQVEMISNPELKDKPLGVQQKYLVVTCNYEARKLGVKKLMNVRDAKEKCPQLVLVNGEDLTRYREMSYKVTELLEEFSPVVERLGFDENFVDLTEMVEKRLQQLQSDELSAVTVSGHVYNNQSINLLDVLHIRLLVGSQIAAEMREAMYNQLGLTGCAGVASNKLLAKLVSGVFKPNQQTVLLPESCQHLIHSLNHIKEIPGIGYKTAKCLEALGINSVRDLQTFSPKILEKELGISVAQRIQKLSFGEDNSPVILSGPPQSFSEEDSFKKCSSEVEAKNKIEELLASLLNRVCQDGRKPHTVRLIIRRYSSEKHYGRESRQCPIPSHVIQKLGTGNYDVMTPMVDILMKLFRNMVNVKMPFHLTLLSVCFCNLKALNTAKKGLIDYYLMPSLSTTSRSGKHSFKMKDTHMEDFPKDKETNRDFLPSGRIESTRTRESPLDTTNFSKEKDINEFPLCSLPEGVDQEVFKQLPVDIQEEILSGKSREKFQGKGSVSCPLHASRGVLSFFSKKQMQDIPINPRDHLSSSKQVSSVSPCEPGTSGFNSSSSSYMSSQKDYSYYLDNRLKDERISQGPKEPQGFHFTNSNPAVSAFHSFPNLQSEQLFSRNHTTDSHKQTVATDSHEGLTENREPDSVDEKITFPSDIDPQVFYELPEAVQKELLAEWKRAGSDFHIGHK
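Fluorescent replication assay read twice, at 0 min and 10 min after adding 50 nM (final) substrate. Enzyme (10 nM) and compounds were first incubated 15 min at room temperature; enzyme-free buffer wells were negative controls.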
Starred values were filed as active, the others as inactive; u = inconclusive; & = joins results of further samples; [ ] = remark or other dose. The call rests on the fitted dose curve; in most records, active means well fitted inhibition curve with a large enough effect; inconclusive means small, poorly fitted or top-dose-only effect, or another doubt; inactive means no such curve, though single readings can be large or run the other way. Potency means the concentration at half of the fitted maximal effect. This is a subset. The share of hits here may be higher or lower than overall.

SMILES | Pol kappa inh | Pol eta inh | POLI inh
COc1ccccc1C(=O)NCCC(=O)N1CC(C)OC(C)C1 (stereo unspecified) | 6% | -2% | 63%[activator]
O=C1OC(c2ccc3ccccc3c2O)(c2ccc3ccccc3c2O)c2ccccc21 | u | 25µM* | u
CCOC(=O)[C@H]1[C@H]2COc3ccc(Br)cc3[C@H]2N2C(=O)CN(CCc3c[nH]c4ccccc34)C(=O)[C@@]12C | -16% | -12% | u
CC1=CC(C)(C)N2C(=O)C3(C(C#N)=C(N)Oc4cc(C)oc(=O)c43)c3cc(C)cc1c32 (stereo unspecified) | -18% | 1% | 17%
Cn1c(=O)c2[nH]c(NN=Cc3ccc(F)cc3)nc2n(C)c1=O | 2% | -5% | 21%
OCCNCc1cccc(-c2ccccc2)c1O | -2% | -14% | 47%[activator]
COc1cccc(C2=CC(=O)CC(c3ccco3)C2)c1 (stereo unspecified) | -5% | -15% | 22%
CN(C)CCC(O)(c1ccccc1)c1ccccc1Cl (stereo unspecified) | -3% | -6% | 8%
COc1cc2c(c(OC)c1OC)C(=O)C(=Cc1ccccc1)O2 | -14% | -22% | 93%[activator]
O=C(NCCCO)C12CC3CC(CC(C3)C1)C2 | 0% | 3% | 3%
CCn1ncc(Br)c1C(=O)Nc1ccccc1C(=O)OC | -14% | -17% | 7%
CCN1CCN(C(=O)/C=C/c2ccc(F)cc2)CC1 | 5% | -18% | 46%[activator]
O=C(CCN1C(=O)S/C(=C\c2ccccc2)C1=O)N1CCOCC1 | -5% | -6% | -13%
CNC(=O)c1c(O)c2cccc3c2n(c1=O)CC3 | 1% | -9% | -14%
c1ccc(-c2cn3ccccc3n2)cc1 | -14% | -13% | 10%
CN(C(=O)c1cccc(NC(=O)Cc2ccc(NC(=O)C3CCN(C(=O)C4CCCC4)CC3)cc2)c1)C1CC1 | 11% | -19% | -4%
OC(c1ccccc1)(c1ccccc1)c1nccc2ccccc12 | -15% | -13% | 5%
S=C1SCCN1Cc1ccccc1 | -6% | -24% | 19%
N=c1c(S(=O)(=O)c2ccc(Br)cc2)cc2c(=O)n3ccccc3nc2n1CCN1CCOCC1 | 2% | -3% | 29%
CC(C)Cn1cnc2c(SCc3ccc(Cl)cc3)nc(N)nc21 | -7% | -20% | 20%
O=C1C=C(c2ccccc2)CC(c2ccc(F)cc2)C1 (stereo unspecified) | -1% | -14% | 21%
COc1cc(/C=N/NC(=O)c2cc(-c3cccc(Br)c3)nc3ccccc23)cc(OC)c1O | -23% | -16% | 94%[activator]
CC(/C=N/NC(=O)c1ccccc1C)=C\c1ccccc1 | 19% | -11% | -1%
C#CCOCCOCCOCCNc1nc(N2CCN(C(=O)[C@H](C)n3cc(CCC(=O)O)nn3)CC2)nc(N2CCN(C(=O)[C@H](Cc3ccc(O)cc3)n3cc(CCO)nn3)CC2)n1 | -1% | -4% | u
CC(C)(C)OC(=O)n1cccc1/C=C1\c2ccccc2C(=O)N1c1ccccc1 | -27% | -11% | 52%[activator]
Oc1ccc(C[C@H]2CNC(=S)N2CC2CCCN2C[C@H](Cc2ccccc2)N2C[C@H](Cc3ccc(O)cc3)N(CCc3ccccc3)C2=S)cc1 (stereo partly specified) | -10% | -9% | -9%
CC(C)Oc1ccc(CSc2nnc3n(C)c(=O)c4c5c(sc4n23)CCCC5)cc1 | -23% | -14% | u
CCc1sc(C(=O)NCCCN2CCCC2=O)cc1Br | -2% | -15% | 3%
CN(C)CC/C=C1\c2cc(Cl)ccc2Sc2cc(F)c(F)cc21 | -3% | 2% | u
O=C(NNC(=O)c1ccncc1)Nc1cc(Cl)ccc1Cl | 2% | -22% | 20%
COc1c(NC(C)=O)c2c(c([N+](=O)[O-])c1OC)C(=O)OC2 | -13% | -11% | 73%[activator]
O=C(NCCCc1ccccc1)C(=O)NCC1OCCN1S(=O)(=O)c1cc(F)ccc1F (stereo unspecified) | -11% | 8% | 30%[activator]
Cc1ccc(S(=O)(=O)N2CCOCC2)cc1C(=O)N1CCN(S(=O)(=O)c2ccccc2F)CC1 | -23% | -3% | 3%
CN(CCc1ccccc1)C(=O)c1cccc(NC(=O)Cc2cccc(NC(=O)C3CCCN(C(=O)C4CCCCC4)C3)c2)c1 (stereo unspecified) | -2% | -17% | -4%
CC(C)(C)CC(C)(C)NCC(O)COc1ccc2c(c1)CCC2 (stereo unspecified) | -20% | -14% | 5%
Nn1c(Cc2ccccc2)nc2ccccc2c1=O | u | -14% | 3%[58.9 µM]
CCOc1ccc(OCCCC(=O)Nc2cc(S(=O)(=O)N3CCOCC3)ccc2N2CCOCC2)cc1 | -9% | -1% | 15%
Nc1nc(N)c2cc([N+](=O)[O-])ccc2n1 | -16% | -13% | 92%[activator]
O=C(NCCCC1CCCC1)C1CCC(=O)N(Cc2ccccc2F)C1 (stereo unspecified) | -4% | -19% | 21%
CN(C)CCOC1(Cc2ccc(F)cc2)CCC(C(C)(C)C)CC1 (stereo unspecified) | -2% | u | 0%
NC(CSC1(c2ccccc2)c2ccccc2-c2ccccc21)C(=O)O (stereo unspecified) | -22% | u | -26%
O=C(NN=Cc1cccc([N+](=O)[O-])c1)c1cccc2ccccc12 | -20% | 0% | 7%
COC1=NC2=NCCN2C(OC)=N1 | -12% | -3% | -4%
NS(=O)(=O)c1cccc(NC(=O)COC(=O)Cc2ccc(S(=O)(=O)N3CCOCC3)s2)c1 | -22% | -11% | 21%
COc1ccc(C)cc1NC(=O)C1CC(=O)N(CCc2ccc(F)cc2)C1 (stereo unspecified) | u | -16% | u
O=C(NC(=S)NCc1ccccc1)c1ccc(Br)cc1 | -5% | -16% | 22%
COc1ccccc1-c1cccc([C@@H]2C[C@H]3[C@@H](CN2)CON3C)c1 | -2% | -2% | 55%[activator]
Cc1nn(C)c(=S)[nH]c1=S | -16% | 1% | -5%
CC(NC(=O)c1cccs1)c1ccc(Br)cc1 (stereo unspecified) | 2% | -9% | 95%[activator]
C/C(=N\NC(=O)C1CC1)c1ccc(C)cc1C | 7% | 6% | 20%

Arranged by formula weight (low to high): some entries from above
SMILES | Pol kappa inh | Pol eta inh | POLI inh
Cc1nn(C)c(=S)[nH]c1=S | -16% | 1% | -5%
O=C(NN=Cc1cccc([N+](=O)[O-])c1)c1cccc2ccccc12 | -20% | 0% | 7%
COc1ccc(C)cc1NC(=O)C1CC(=O)N(CCc2ccc(F)cc2)C1 (stereo unspecified) | u | -16% | u

New compounds follow.
SMILES | Pol kappa inh | Pol eta inh | POLI inh
CC(C)(C)S(=O)N1Cc2cc(=O)n(Cc3ccccc3)cc2[C@H]1CCO (stereo partly specified) | 10% | -3% | 20%
O=C(NCC1CC1)c1cc(-c2ccccc2)nn1CC1CC(c2cccnc2)=NO1 (stereo unspecified) | 5% | -7% | u
O=C(NCCCN1CCOCC1)C1Nc2ccc(OC(F)(F)F)cc2C2C=CCC12 (stereo unspecified) | -25% | -7% | 37%[activator]
COC(=O)C1=C[C@@H](C(=O)OC)[C@@H]2C3=C(C(=O)[C@]2(C)NC(=O)c2ccccc2)[C@H](C)n2c(=O)n(-c4ccccc4)c(=O)n2[C@@H]3C1 | 2% | -5% | 8%
CC[C@H](C)[C@H]1CNC(=S)N1CC1CCN(CCC(C)(C)C)CC1 | -23% | -16% | 20%
Cc1ccc(C2(SCC(N)C(=O)O)c3ccccc3-c3ccccc32)cc1 (stereo unspecified) | u | 22µM* | u
COc1cccc(CN2CCN(C(=O)c3cc(-c4ccncc4)nc4ccc(C)cc34)CC2)c1 | 0% | -9% | u
NC(=O)c1ccc(OCc2ccccc2)nc1 | -5% | 5% | 108%[activator]
Cn1ccnc1SCC(=O)c1ccc(F)cc1 | -5% | 15% | 19%
CCCCN(C(=O)c1ccc(S(=O)(=O)N(C)c2ccccc2)cc1)c1c(N)n(CCC)c(=O)[nH]c1=O | -5% | -10% | 7%
COc1ccc(/C=C/C(=O)OCC(=O)N2CCN(S(=O)(=O)c3ccc(C)cc3C)CC2)cc1OC | -17% | -30% | 29%
Oc1cccc2c3c(oc12)CCCC3 | 2% | -25% | 16%
O=[N+]([O-])c1ccc(Nc2nc(N3CCOCC3)nc(N3CCOCC3)n2)cc1 | 1% | -10% | -19%[58.9 µM]
C=CCCC(=O)N1C[C@H]2CON(C)[C@H]2C[C@H]1c1cccc(Nc2ccccc2)c1 | 4% | -14% | 22%
Cc1c(C(=O)O)sc(S(=O)(=O)N2CCN(C(=O)CC(C)c3ccccc3)CC2)c1C(=O)O (stereo unspecified) | -24% | u | -23%
CN1C[C@@H]2[C@@H]3C(=O)N(C)C(=O)[C@@H]3[C@](C)(C1=O)N2C(=O)c1ccc(C(F)(F)F)cc1 | 1% | -18% | 31%[activator]
CCO[C@H]1OC(C(=O)O)=C[C@@H](C(C)(C)C)[C@@H]1CCCO | 10% | -7% | 36%
COc1cc2c3nc4n(c(=O)c3n(CC(=O)N3CCCC3)c2cc1OC)CCS4 | -27% | 1% | 15%
O=[N+]([O-])c1ccc(O)c(CNCc2ccccc2)c1 | -2% | -3% | 10%
CC1CCCC(NC(=O)/C=C/c2c(F)cccc2Cl)C1C (stereo unspecified) | 10% | -4% | 33%[activator]
O=S1(=O)c2ccccc2C(O)(c2ccccc2)c2ccccc21 | -7% | -20% | 41%[activator]
O=C(/C=C/c1ccc([N+](=O)[O-])cc1)c1ccccc(=O)c1O | -3% | 4% | u
CC(=O)C1(C)C(=O)N(c2ccc(F)cc2)C(=O)N1c1ccc(F)cc1 (stereo unspecified) | -16% | -16% | 16%
COc1ccccc1N(CC(=O)Nc1c(C)n(C)n(-c2ccccc2)c1=O)S(=O)(=O)c1ccccc1 | 1% | -18% | 26%
O=C(NCc1ccc2c(c1)OCO2)c1cc(-c2ccccc2)nn1CC1CC(c2cccnc2)=NO1 (stereo unspecified) | -17% | -18% | u
CCOC(=O)C[C@H]1c2cc(F)ccc2S(=O)(=O)N1c1ccccc1 | -12%&1% | -12% | 8%&22%
COc1ccc(S(=O)(=O)N2CCCCC2)cc1NC(=O)c1cccc(S(=O)(=O)N2CC(C)OC(C)C2)c1 (stereo unspecified) | 0% | -10% | 17%
CCn1ncc(C(=O)Nc2ccc([N+](=O)[O-])cc2OC)c1C | -15% | -10% | 14%
Cc1ccc(C)c(NC(=O)CC2Sc3ccccc3NC2=O)c1 (stereo unspecified) | -8% | -11% | 11%
CC(=O)Nc1ccc2c(c1)-c1ccc(F)cc1C2 | -6% | -6% | -3%
COc1ccccc1NS(=O)(=O)c1cc(C(=O)NC2CCN(Cc3ccccc3)CC2)ccc1C | 3% | -23% | 8%
Cc1cc(C)c(S(=O)(=O)N2CCN(C(=O)c3c(C)nn(-c4ccccc4)c3Cl)CC2)c(C)c1 | 0% | -29% | 18%
O=C(O)C[C@H]1c2cc(F)ccc2S(=O)(=O)N1Cc1ccccc1 | -2%&-18% | -4% | 5%&12%
CCN(c1ccccc1)S(=O)(=O)c1ccc(OCC(F)(F)F)c(NC(=O)c2ccc(=O)[nH]c2)c1 | 7% | -15% | -3%
C=CCn1c(SCC(=O)NCc2ccco2)nc2sc(C)c(C)c2c1=O | 0% | -14% | 33%[activator]
CN=c1sc2c(n1C)C(=O)c1ccccc1C2=O | -3% | 79µM* | u
Cc1cc(CCNC=O)c(C)c2c1sc1ccccc12 | -5% | -4% | 13%

15 compounds already listed, ordered by length of the SMILES, falling.
SMILES | Pol kappa inh | Pol eta inh | POLI inh
COC(=O)C1=C[C@@H](C(=O)OC)[C@@H]2C3=C(C(=O)[C@]2(C)NC(=O)c2ccccc2)[C@H](C)n2c(=O)n(-c4ccccc4)c(=O)n2[C@@H]3C1 | 2% | -5% | 8%
CN1C[C@@H]2[C@@H]3C(=O)N(C)C(=O)[C@@H]3[C@](C)(C1=O)N2C(=O)c1ccc(C(F)(F)F)cc1 | 1% | -18% | 31%[activator]
CN(CCc1ccccc1)C(=O)c1cccc(NC(=O)Cc2cccc(NC(=O)C3CCCN(C(=O)C4CCCCC4)C3)c2)c1 (stereo unspecified) | -2% | -17% | -4%
NS(=O)(=O)c1cccc(NC(=O)COC(=O)Cc2ccc(S(=O)(=O)N3CCOCC3)s2)c1 | -22% | -11% | 21%
CC(C)(C)OC(=O)n1cccc1/C=C1\c2ccccc2C(=O)N1c1ccccc1 | -27% | -11% | 52%[activator]
COc1cc2c3nc4n(c(=O)c3n(CC(=O)N3CCCC3)c2cc1OC)CCS4 | -27% | 1% | 15%
O=C(NCCCN1CCOCC1)C1Nc2ccc(OC(F)(F)F)cc2C2C=CCC12 (stereo unspecified) | -25% | -7% | 37%[activator]
COc1ccc(C)cc1NC(=O)C1CC(=O)N(CCc2ccc(F)cc2)C1 (stereo unspecified) | u | -16% | u
CC(C)(C)CC(C)(C)NCC(O)COc1ccc2c(c1)CCC2 (stereo unspecified) | -20% | -14% | 5%
COc1cccc(C2=CC(=O)CC(c3ccco3)C2)c1 (stereo unspecified) | -5% | -15% | 22%
CN(C)CCC(O)(c1ccccc1)c1ccccc1Cl (stereo unspecified) | -3% | -6% | 8%
O=C(NCCCO)C12CC3CC(CC(C3)C1)C2 | 0% | 3% | 3%
Cn1ccnc1SCC(=O)c1ccc(F)cc1 | -5% | 15% | 19%
c1ccc(-c2cn3ccccc3n2)cc1 | -14% | -13% | 10%
COC1=NC2=NCCN2C(OC)=N1 | -12% | -3% | -4%
